Redox H2O2 prof: compounds producing H2O2 with reducing agent – biochemical, NIH compound library profiling, artefact control for MLSCN library redox annotation, primary screen | activation, % at 10 µM | DTT-dependent redox cycling H2O2, phenol red/HRP absorbance; 100% = 100 µM peroxide control, 0% = buffer | 200,000 tested, 0.03% active;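 active means activation of at least 50% relative to the plate's high and low controls in the primary single-dose screen; inactive means activation below 50%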;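 further: compound incubated with DTT at 0.8 mM final as the reducing agent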
bIAP inhibitor: bovine intestinal alkaline phosphatase inhibitors, primary screen, selectivity assay for TNAP inhibitor project, biochemical, bovine IAP, CDP-star luminescence; alkaline phosphatase, intestinal [Bos taurus]; purified bovine IAP, 30 min; inhibition, % at 20 µM; 190,000 tested, under 10 active;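 active means over 50% inhibition of intestinal alkaline phosphatase at 20 µM in the single-dose screen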
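Assay system – bovine IAP enzyme · Quantity – bovine IAP at 1/65,000,000 final dilution · Detection – CDP-star luminescence signal · Times – 30 min reaction at room temperature · Also added – CDP-star substrate at 30 µM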
bIAP activator: bovine intestinal alkaline phosphatase activators, primary screen, biochemical, bovine IAP, CDP-star luminescence. alkaline phosphatase, intestinal [Bos taurus]. purified bovine IAP, 30 min; stronger effect = higher value; fold of DMSO-control signal, blank-subtracted. activation factor at 20 µM. 200,000 tested, 0.17% active. AID 1016, 2008;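 active means activation factor of 2 or more at 20 µM, a signal rise over negative controls twice the positive control's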
ROMK primary: ROMK potassium channel modulators, primary screen, cell-based, thallium flux, MLSMR library; B-score at 10 µM; ATP-sensitive inward rectifier potassium channel 1 (Homo sapiens), P48048; Tet-inducible ROMK, thallium flux fluorescence; actives lie on both sides; 130,000 tested, 2% active; AID 1918, 2009;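 active means signal ratio slope over the read window, or its plate-corrected B-score, at least 3 SD from the plate mean, either direction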;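 further: B-score of the F/F0 ratio slope over 7 to 12 s after thallium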
Target sequence (P48048 whole entry, looked up): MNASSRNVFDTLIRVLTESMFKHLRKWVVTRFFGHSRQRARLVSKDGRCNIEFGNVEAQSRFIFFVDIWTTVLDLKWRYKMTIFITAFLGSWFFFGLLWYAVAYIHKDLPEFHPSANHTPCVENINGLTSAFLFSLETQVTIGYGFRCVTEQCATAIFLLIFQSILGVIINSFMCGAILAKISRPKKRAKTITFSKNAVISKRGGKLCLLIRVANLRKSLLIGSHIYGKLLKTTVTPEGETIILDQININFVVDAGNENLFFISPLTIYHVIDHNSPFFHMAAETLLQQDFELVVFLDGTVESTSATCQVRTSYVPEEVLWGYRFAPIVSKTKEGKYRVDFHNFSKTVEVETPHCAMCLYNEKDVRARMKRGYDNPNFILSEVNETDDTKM
SRC2 TRFRET art: TR-FRET signal artefacts, primary screen, artefact control for PPARgamma SRC-2 agonist project, biochemical. TR-FRET artefact counter-screen; stronger effect = higher value. TR-FRET ratio at 8 µM. 200,000 tested, 0.4% active. AID 1049, 2008; in the data active means TR-FRET ratio above about 2000; further: inactives centre near 1500
S1P3 antag: S1P3 receptor antagonists, primary screen, cell-based; CHO S1P3 NFAT-BLA reporter, FRET fluorescence, antagonist mode; inhibition, % at 4.98 µM; 170,000 tested, 0.27% active; Sphingosine 1-phosphate receptor 3 (Homo sapiens), Q99500;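 active means inhibition above the plate cutoff, the mean inhibition of test wells on that plate plus 3 SD, cut at about 28% in these data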;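 further: cells challenged with S1P at its EC80 of 0.8 µM; blue over green emission ratio from cleaved BLA substrate after 4 h stimulation; 0% = S1P-stimulated wells and 100% = unstimulated DMSO-only wells; some compounds past the cut are filed as inactive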
PPARg SRC-1 ag: PPARgamma agonists recruiting SRC-1 coactivator, primary screen, biochemical; PPARgamma-SRC-1 coactivator recruitment biochemical assay; activation, % at 8 µM; 200,000 tested, 0.41% active; AID 631, 2007; in the data active means activation above about 19%;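 further: 0% = DMSO and 100% = reference agonist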
Target sequence (P37231 whole entry, looked up): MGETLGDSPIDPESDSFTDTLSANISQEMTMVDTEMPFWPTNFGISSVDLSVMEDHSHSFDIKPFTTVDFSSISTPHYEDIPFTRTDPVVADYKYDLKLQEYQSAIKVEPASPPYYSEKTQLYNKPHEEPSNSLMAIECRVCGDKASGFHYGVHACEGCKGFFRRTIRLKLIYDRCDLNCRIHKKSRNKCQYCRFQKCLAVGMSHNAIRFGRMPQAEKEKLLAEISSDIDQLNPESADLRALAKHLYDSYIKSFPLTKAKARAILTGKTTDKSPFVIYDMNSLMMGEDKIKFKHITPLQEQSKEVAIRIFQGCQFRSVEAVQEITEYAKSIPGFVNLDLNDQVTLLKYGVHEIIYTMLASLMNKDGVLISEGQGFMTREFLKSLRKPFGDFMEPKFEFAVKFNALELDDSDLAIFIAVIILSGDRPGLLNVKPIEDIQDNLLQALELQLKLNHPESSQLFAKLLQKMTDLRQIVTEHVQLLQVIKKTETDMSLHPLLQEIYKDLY
TLR4-MyD88 BLA: inhibitors of TLR4-MyD88 association in cells, primary screen, cell-based, HeLa CL3-4, BLA complementation, FRET ratio; 200,000 tested, 0.18% active; AID 861, 2007; inhibition, % at 8.4 µM; Toll-like receptor 4 (Homo sapiens) + Myeloid differentiation primary response protein …; HeLa CL3-4 TLR4/MyD88 BLA complementation; in the data active means inhibition above about 25%;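 further: 0% = vehicle and 100% = reference inhibitor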
PPARg SRC3 recr: PPARgamma agonists recruiting SRC-3 coactivator, primary screen, biochemical; activation, % at 8 µM; Peroxisome proliferator-activated receptor gamma (Homo sapiens), P37231; 200,000 tested, 0.26% active; biochemical PPARgamma/SRC-3 coactivator recruitment assay; in the data active means activation above about 23%;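 further: 0% = DMSO and 100% = reference agonist; some compounds past the cut are filed as inactive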
PPARg SRC2 recr: agonists of PPARg-SRC-2 recruitment, primary screen, biochemical, HTS; AID 1032, 2008; 200,000 tested, 0.34% active; activation, % at 8 µM; PPARgamma LBD-SRC-2 recruitment; in the data active means activation above about 22%;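 further: 0% = vehicle and 100% = reference agonist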
L major viab: Leishmania major promastigote growth inhibition, primary screen | Leishmania major promastigotes, resazurin fluorescence viability | inhibition, % at 10 µM | 200,000 tested, 9% active | AID 1063, 2008; in the data active means inhibition above about 50%;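 further: promastigotes grown with compound for 44 hours at 28 °C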
Numbers without * were called inactive; x = not tested or not shown. Rows are unselected; 11% or so of the library scored in one or more.

SMILES | Redox H2O2 prof | bIAP inhibitor | bIAP activator | ROMK primary | SRC2 TRFRET art | S1P3 antag | PPARg SRC-1 ag | TLR4-MyD88 BLA | PPARg SRC3 recr | PPARg SRC2 recr | L major viab
COc1cccc(C(=O)NCCOc2cc(C)cc(C)c2)c1 | 0.6 | 14 | 0.9 | 0.85 | 1479 | -7 | 1 | -1 | -1 | -4 | 3
COc1ccccc1N1CCN(C(c2ccc(Cl)cc2)c2nnnn2C(C)(C)C)CC1 (stereo not drawn) | 2.4 | -6 | 1.1 | x | 1597 | 16 | 7 | 6 | 7 | 1 | 17
O=S(=O)([N-]c1nc2ccccc2nc1-[n+]1ccccc1)c1ccccc1 | 0.3 | 11 | 0.9 | x | 1467 | -1 | -6 | -5 | -1 | -5 | 4
O=C(CSc1ccc(-c2ccco2)nn1)N1CCCC1 | -0.8 | -6 | 1.1 | x | 1446 | -14 | -1 | 0 | 7 | 4 | 1
CCNC(=S)NCc1ccc(Cl)cc1 | -3.4 | x | x | x | 1543 | x | -4 | -17 | -5 | -10 | -5
CCc1c(O)nc(SCc2nc3ccccc3c(=O)[nH]2)[nH]c1=O | 0.3 | -8 | 1.1 | 0.04 | 1584 | -25 | -2 | 6 | 5 | 4 | 4
N#C/C(=C\c1ccc(O)c([N+](=O)[O-])c1)c1nc2ccccc2s1 | 0.4 | 31 | 0.7 | -0.67 | 1402 | -9 | 0 | -6 | 5 | 5 | -10
CCCN(CCC)CCNS(=O)(=O)c1ccc2c(c1)CCN2C(=O)C1CCC1 | -0.1 | 2 | 1 | -0.76 | 1495 | x | 2 | 3 | 2 | 7 | -1
CC(C)[C@H](NC(=O)Nc1ccccc1F)C(=O)O | -0.1 | 4 | 1 | 0.013 | 1584 | x | 1 | -9 | 3 | 3 | 15
CC(Sc1ccccc1)C(=O)Nc1ccc(S(=O)(=O)N2CCOCC2)cc1 (stereo not drawn) | 0.2 | 9 | 0.9 | x | 1644 | -8 | -3 | -3 | -3 | 3 | 3

4 entries out of the list above, ordered by the value under TLR4-MyD88 BLA, falling:
structure | TLR4-MyD88 BLA
CCc1c(O)nc(SCc2nc3ccccc3c(=O)[nH]2)[nH]c1=O | 6
O=C(CSc1ccc(-c2ccco2)nn1)N1CCCC1 | 0
N#C/C(=C\c1ccc(O)c([N+](=O)[O-])c1)c1nc2ccccc2s1 | -6
CC(C)[C@H](NC(=O)Nc1ccccc1F)C(=O)O | -9

More records
SMILES | Redox H2O2 prof | bIAP inhibitor | bIAP activator | ROMK primary | SRC2 TRFRET art | S1P3 antag | PPARg SRC-1 ag | TLR4-MyD88 BLA | PPARg SRC3 recr | PPARg SRC2 recr | L major viab
COc1ccc(OC)c(-c2csc(N(CC3CCCO3)C(=O)Cc3ccccc3)n2)c1 (stereo not drawn) | 0.0 | 10 | 0.9 | 0.14 | 1582 | 7 | -1 | -5 | 5 | 1 | 3
Cc1ccc(CSC2=NCCN2C(=O)C(C)Oc2ccccc2)cc1 (stereo not drawn) | -0.7 | -5 | 1.1 | -0.99 | 1572 | 5 | -1 | -1 | 4 | 5 | -5
CC(C)CC(=O)NCc1ccc(F)cc1 | 2.4 | -1 | 1 | x | 1665 | x | 5 | 3 | 5 | 6 | -1
Cc1cc(-c2[nH]nc3c2C(c2cccc(O)c2)C(C#N)=C(N)O3)c(C)s1 (stereo not drawn) | 1.5 | 3 | 1 | x | 1557 | x | 1 | 2 | -1 | -3 | -5
COc1ccc(S(=O)(=O)N2CCC(C(=O)N3CCOCC3)CC2)cc1 | 0.8 | -9 | 1.1 | x | 1540 | x | 1 | -13 | 0 | 0 | -1
CSc1ccccc1C(=O)N1CCOCC1 | 2.3 | 12 | 0.9 | x | 1511 | -22 | -3 | -1 | -16 | -8 | -6
CN(C)c1ccc(NC(=O)CN2CCC(N3CCCCC3)CC2)cc1 | -1.0 | 0 | 1 | -0.19 | 1486 | x | 4 | -15 | 7 | 1 | -8
CCCn1c(C(C)NC(C)=O)nc2ccccc21 (stereo not drawn) | -0.3 | 8 | 0.9 | x | 1580 | -13 | 6 | -6 | 8 | -5 | -6
O=C(NCCc1csc(-c2ccccc2)n1)c1ccc(Br)o1 | -0.7 | -4 | 1 | x | 1517 | x | 6 | -4 | 0 | 0 | -4
Cc1ccc(SCC(=O)O/N=C(\N)c2cccc([N+](=O)[O-])c2)cc1 | 1.9 | 18 | 0.8 | x | 1479 | x | -6 | -3 | -10 | -7 | -3
O=C(c1c[nH]c2ccc(S(=O)(=O)N3CCOCC3)cc2c1=O)N1CCN(c2ccccn2)CC1 | 0.4 | -4 | 1 | x | 1446 | x | 3 | -6 | 3 | 8 | -8
CCCCCn1c(CN2CCN(Cc3ccccc3)CC2)nc2c1c(=O)n(C)c(=O)n2C | -1.0 | 8 | 0.9 | -0.65 | 1675 | -27 | 6 | -1 | 5 | 8 | 3
Cc1ccc(NC(=O)NC(=O)N(C(C)C)S(C)(=O)=O)nc1 | 0.6 | 17 | 0.8 | x | 1406 | -25 | -12 | -8 | 1 | 3 | 77*
CCSc1nnc(-c2cc(Br)ccc2N)c(=O)[nH]1 | -0.7 | 2 | 1 | -0.26 | 1468 | -10 | 3 | -15 | 4 | 11 | 0
COc1ccc2c(c1)CC/C(=C\C=C\c1ccccc1OC)C2=O | 4.2 | -5 | 1 | 0.0043 | 1501 | x | 5 | 3 | -8 | 13 | 4
COc1cc(OC)cc(C(=O)N[C@H](C(=O)Nc2cc(C)cc(C)c2)C(C)C)c1 | 0.9 | -11 | 1.1 | 1.4 | 1615 | 5 | 8 | -12 | 2 | -2 | 5
c1ccc(NCc2ccccn2)cc1 | -2.1 | 0 | 1 | 1.3 | 1735 | 1 | 11 | 13 | 4 | 5 | -5
C/C(=N\NC(=O)c1ccco1)c1ccc(NC(=O)c2ccccc2)cc1 | -0.5 | -2 | 1 | -0.67 | 1765 | 8 | 5 | 9 | 8 | 9 | 1
CC1CCc2nc(NC(=O)C3CCCO3)sc2C1 (stereo not drawn) | 1.9 | -2 | 1 | x | 1434 | 1 | 5 | 5 | 0 | -2 | 7
COc1ccccc1NC(=O)CCN1CCN(C)CC1 | -0.8 | -4 | 1 | 0.31 | 1664 | -22 | -2 | 5 | 0 | 9 | -1

Single records (already shown). Order of screens: Redox H2O2 prof	bIAP inhibitor	bIAP activator	ROMK primary	SRC2 TRFRET art	S1P3 antag	PPARg SRC-1 ag	TLR4-MyD88 BLA	PPARg SRC3 recr	PPARg SRC2 recr	L major viab
CCCCCn1c(CN2CCN(Cc3ccccc3)CC2)nc2c1c(=O)n(C)c(=O)n2C as listed: -1.0	8	0.9	-0.65	1675	-27	6	-1	5	8	3
c1ccc(NCc2ccccn2)cc1 as listed: -2.1	0	1	1.3	1735	1	11	13	4	5	-5
COc1ccccc1NC(=O)CCN1CCN(C)CC1 as listed: -0.8	-4	1	0.31	1664	-22	-2	5	0	9	-1
CC1CCc2nc(NC(=O)C3CCCO3)sc2C1 (stereo not drawn) as listed: 1.9	-2	1	x	1434	1	5	5	0	-2	7

New compounds follow
SMILES | Redox H2O2 prof | bIAP inhibitor | bIAP activator | ROMK primary | SRC2 TRFRET art | S1P3 antag | PPARg SRC-1 ag | TLR4-MyD88 BLA | PPARg SRC3 recr | PPARg SRC2 recr | L major viab
CCCC(C)c1nnc(NC(=O)C2CCCO2)s1 (stereo not drawn) | 0.4 | 0 | 1 | x | 1630 | -12 | 2 | -5 | 13 | -4 | -7
Cc1cc(C(=O)NNC(=S)NCC2CCCO2)cs1 (stereo not drawn) | -8.1 | -30 | 1.3 | 0.068 | 1499 | x | 1 | 17 | 7 | -2 | 0
CCc1ccc(C(C)NC(=O)Cc2ccc(F)cc2)cc1 (stereo not drawn) | 0.7 | -10 | 1.1 | 0.47 | 1506 | -2 | 1 | -38 | -2 | -4 | 1
Cc1ccc(S(=O)(=O)c2c(N)n(C)c3nc4ccccc4nc23)cc1 | 1.2 | 12 | 0.9 | 0.35 | 1380 | 1 | 4 | -2 | -1 | 0 | 99*
O=C(Nc1cccc2nsnc12)c1cccnc1Cl | -0.5 | 13 | 0.9 | 0.053 | 1486 | 2 | 4 | 2 | 0 | -6 | -5
COc1ccc(/C=C/CN2CCN(CC(C)C)C(CCO)C2)cc1 (stereo not drawn) | -1.1 | -9 | 1.1 | -0.19 | 1593 | -11 | 3 | -6 | 2 | -1 | 30
CCCCC(=O)Nc1ccc(NC(=S)NC(=O)CC)cc1OC | 0.2 | -1 | 1 | -0.78 | 1420 | -5 | -9 | 1 | -1 | -2 | 6
CC(C)C(NC(=O)c1ccc2c(c1)OCO2)C(=O)N/N=C\c1ccco1 (stereo not drawn) | -3.8 | 7 | 0.9 | x | 1447 | x | 0 | 4 | -4 | 4 | -4
CC(C)(C)NC(=O)COC(=O)CCC(=O)c1cccs1 | 0.1 | 0 | 1 | -0.22 | 1665 | -3 | -2 | -10 | 0 | 3 | -2
CC1CC(=O)c2c(cc3c(-c4c(O)cc(O)c5c(O)c6c(cc45)OC(C)CC6=O)c(O)cc(O)c3c2O)O1 (stereo not drawn) | 1.7 | 29 | 0.7 | x | 1485 | 3 | 13 | 42* | 8 | 7 | -3
CC1CN(C2CCN(C(=O)COc3ccccc3)CC2)CC(C)O1 (stereo not drawn) | 0.5 | 16 | 0.8 | 0.33 | 1402 | x | 1 | -2 | -6 | 7 | 88*
CCN(CC)S(=O)(=O)c1cccc(-c2nnc(SCC(=O)NC3CCCCCCC3)n2N)c1 | -0.1 | -4 | 1 | -0.38 | 1516 | x | 0 | 1 | 2 | 1 | -2
O=C(c1ccc(Cl)cc1)C(Cn1cncn1)C(Sc1ccccc1)c1ccccc1 (stereo not drawn) | -17 | 5 | 0.9 | x | 1483 | x | 6 | 10 | 6 | 0 | 92*

Compound activity from PubChem.
